Bioassay records from PubChem.
LGR2 inh: Drosophila LGR2 receptor signaling inhibition; HEK293 LGR2, CRE-luciferase, bursicon-stimulated, 4 h; inhibition, % at 9.99 µM; 380,000 tested, 0.35% active;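 active = drop in luminescence signal, shown as inhibition above about 50% in the replicate tests, limit read from the data, passing the limit was not always enough; inconclusive = probably only some replicates passing the limit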;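 also: agonist challenge used bursicon conditioned medium at about half maximal strength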
ARNT-TACC3 inh: ARNT/TACC3 interaction disruption; 390,000 tested, 0.66% active; AlphaScreen His-ARNT PAS-B/GST-TACC3 binding, luminescence; TACC3 fragment carries E629A point mutation; inhibition, % at 9.99 µM; AID 623870;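 active = mean inhibition of replicates at least 50% and at least half of replicates each reaching 50%; inconclusive = half or more replicates reach 50% but mean below 50%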;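 also: 0% = complete ARNT plus TACC3 wells and 100% = ARNT alone without TACC3; many hits fall short of the cut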
SIRT5 inh: sirtuin-5 (human) deacylase inhibition. Purified SirT5, succinyl-peptide AMC, trypsin-coupled fluorescence. inhibition, % at 15 µM. 330,000 tested, 1.1% active; in the data active = inhibition above about 15%; inconclusive = no clear call, values can overlap the other calls
Target sequence (Q9NXA8 whole entry, looked up): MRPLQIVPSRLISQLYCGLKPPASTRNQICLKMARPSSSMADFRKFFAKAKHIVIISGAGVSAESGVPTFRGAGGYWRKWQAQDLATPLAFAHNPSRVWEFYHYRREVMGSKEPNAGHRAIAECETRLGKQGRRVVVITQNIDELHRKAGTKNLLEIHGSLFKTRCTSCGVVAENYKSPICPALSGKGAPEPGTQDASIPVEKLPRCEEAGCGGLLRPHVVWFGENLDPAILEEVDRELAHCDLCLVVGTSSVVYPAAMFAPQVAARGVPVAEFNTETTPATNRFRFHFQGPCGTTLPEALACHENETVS
Casp6 inh: inhibitors of human caspase-6 | 350,000 tested, 0.53% active | P55212 | purified caspase-6, Z-VEID-R110 cleavage fluorescence | AID 686996 | inhibition, % at 12.5 µM;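 active = mean inhibition across replicates at least about 35%, with every replicate also reaching that limit, limit read from the data; inconclusive = only one of the two criteria met; inactive = neither criterion met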;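 also: 0% = median of neutral control wells and 100% = no fluorescence left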
Target sequence (P55212 24-179 limits assumed): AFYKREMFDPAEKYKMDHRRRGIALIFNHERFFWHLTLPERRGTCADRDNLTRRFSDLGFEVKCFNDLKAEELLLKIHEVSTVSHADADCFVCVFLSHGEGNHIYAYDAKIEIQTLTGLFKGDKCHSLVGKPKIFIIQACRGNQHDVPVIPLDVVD
Target sequence (P55212 194-293 limits assumed): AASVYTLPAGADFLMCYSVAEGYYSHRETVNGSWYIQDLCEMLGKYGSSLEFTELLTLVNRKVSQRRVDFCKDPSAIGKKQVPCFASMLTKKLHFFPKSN
DENV2 CPE rescue: DENV2-induced cell death inhibition | DENV2-infected cells, cytopathic effect rescue, plate reader | CPE inhibition, % at 9.99 µM | 350,000 tested, 1.7% active | AID 651640; in the data active = CPE inhibition above about 20%, passing the limit was not always enough; inconclusive = no clear call, values can overlap the other calls; tested in BHK-21 cells;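 also: 0% = median of neutral control wells and 100% = median of positive control wells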
EWS-Fli inh: blocks EWS/Fli oncoprotein-driven transcription; A673 NR0B1-luciferase reporter, viability-normalised; inhibition, % at 12.6 µM; 350,000 tested, 0.67% active; AID 651661;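 active = mean inhibition of at least 50% after viability correction, with every replicate also passing that limit; inconclusive = mean reaches 50% but only one of two replicates passes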;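 also: firefly luciferase signal divided by Alamar Blue viability fluorescence both relative to DMSO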
PAX8 inh HTS: inhibitors of PAX8 transcriptional activity in RMG-I cells | RMG-I TPO-luciferase reporter, SteadyGlo, 24 h | inhibition, % at 12.6 µM | 360,000 tested, 1.2% active;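 active = mean replicate inhibition at least 60% with every replicate also reaching 60%; inconclusive = only one of the two criteria is met; inactive = mean below 60% and not all replicates reaching 60%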;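 also: luciferase light reporting Pax8 driven TPO promoter activity; plate controls were median of neutral control wells for no effect and mitoxantrone controls for full effect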
Numbers without * were called inactive; ? = inconclusive; / = not tested or not shown; & = joins results of further samples.

SMILES	LGR2 inh	ARNT-TACC3 inh	SIRT5 inh	Casp6 inh	DENV2 CPE rescue	EWS-Fli inh	PAX8 inh HTS
CO[C@H](CN(C)S(=O)(=O)c1cn(C)cn1)[C@H](C)CN(C(=O)Nc1ccc(C(F)(F)F)cc1)[C@H](C)CO	9	/	2	-4	-4	-1	/
CN(C)C(=N)c1n[nH]nc1SCc1ccccc1	-3	18	0	0	4	3	-1
CCOC(=O)N/N=C/c1ccc(N2CCOCC2)s1	-13	6	/	/	/	/	-18
CC(=O)c1ccccc1NC(=O)Cn1c(=O)cnc2ccccc21	26	/	1	-1	6	10	4
CC(C)CC1(C)NC(=O)N(Cc2cc([N+](=O)[O-])cc3c2OCOC3)C1=O (stereo unspecified)	-2	2	-2	2	6	9	26
CCCC(=O)Nc1ccc2c(c1)C(=O)N(C)C[C@H](OC)[C@@H](C)CN(C(=O)c1ccccn1)[C@H](C)CO2	8	1	-3	/	5	-10	0
Cc1cn([C@H]2C[C@H](O)[C@@H](/C=C/C(=O)NCCc3ccc4ccccc4c3)O2)c(=O)[nH]c1=O	/	/	0	0	6	1	6
CCN(CC)CCN(Cc1cc2cc3c(cc2[nH]c1=O)OCO3)C(=S)NCCCN(C)C	2	30	-1	-16	-1	2	14
CCCOc1cc(N(CC)CC)ccc1/C=C(/C#N)c1nc2ccc(C)cc2[nH]1	-14	4	0	-2	-2	11	/
CC(=O)Nc1ccc(SC[C@H](C)CN2CC[C@H](C(C)(C)C)CCC2=O)cc1	17	-7	-1	1	-18	-6	4
CC(=O)N1[C@H](CO)[C@@H](c2ccc(-c3ccc(F)cc3)cc2)[C@H]1CNC(=O)C1CC1	2	2	/	/	24	-2	-6
Cc1ccccc1-c1nnc(SCC(=O)NCC2CCCO2)o1 (stereo unspecified)	5	-3	-3	1	3	-1	-7
Cc1ccc(NC(=O)CSCC(=O)NCc2cccc(C(F)(F)F)c2)cc1	-9	1	1	3	0	2	-3
CC1=C(C(=O)N(C(C)C)C(C)C)CC(CC(=O)NCc2cccc3ccccc23)C(=O)N1Cc1ccccc1 (stereo unspecified)	9	/	14	2	?	-4	5
O=C(c1ccc(CNS(=O)(=O)c2ccc(Br)cc2)cc1)N1CCCC1	-7	5	-3	/	1	-4	3
CCOc1ccc(NC(=O)CN(C)C(=O)/C=C/c2ccco2)cc1OCC	26	-2	0	-1	0	2	-8
COc1ccc2c3c([nH]c2c1)[C@H](CO)N(C(=O)CC1CC1)CC31CN(Cc2ccncc2)C1	0	/	4	2	-1	1	12
C[C@H]1CN([C@@H](C)CO)C(=O)CCCn2nncc2CO[C@@H]1CN(C)C(=O)c1ccncc1	-2&3	0	4&-5	1&-1	12&-4	0&-3	-3&-17
CC(C)Oc1ccccc1/C=N/NC(=O)C1CC1	11	/	10	-4	3	17	-3
O=C(C[C@@H]1C[C@@H]2c3cc(NC(=O)c4ccc5c(c4)OCO5)ccc3O[C@@H]2[C@@H](CO)O1)NCc1ccccn1	6	-4	0	-2	-4	-12	2
COc1ccc(NCc2ccc3c(c2)OCO3)cc1Cl	-20	15	-2	-2	12	-32	/
CCC1(CC)NC(=O)N(CC(=O)Nc2ccc(OCc3ccccc3)cc2)C1=O	-3	1	-4	0	17	-15	4
COc1ccc(C(=O)NCCC2=CCCCC2)cc1[N+](=O)[O-]	-21	-5	-3	2	-3	-27	-13
CC(C)NC(=O)N1[C@H](CO)[C@H](c2ccccc2)C12CN(C(=O)c1ccccn1)C2	16	/	-1	1	1	-11	/
Cc1ccccc1C(=O)NC(=S)NCCN1CCOCC1	-4	-5	/	/	/	/	0
O=C(CSc1ncc(C(F)(F)F)cc1Cl)NCC1CCCO1 (stereo unspecified)	5	-3	1	4	-2	-1	22
COc1ccccc1NC(=O)Nc1ccc2c(c1)C(=O)N(C)C[C@H](OC)[C@H](C)CN[C@@H](C)CO2	-6	-1	22*	2	-10	-1	8
CO[C@H]1CN(C)C(=O)c2ccc(NC(=O)c3ccccc3F)cc2OC[C@H](C)N(C)C[C@H]1C	-5	-2	/	/	/	0	-37
CN(C)CCCNC(=O)C[C@H]1CC[C@H](NC(=O)Cc2cccnc2)[C@H](CO)O1	24	0	5	-2	6	-2	2
COc1ccc([N+](=O)[O-])cc1NC(=O)c1cc(C)c(C)o1	15	/	-2	-3	-4	0	17
O=C(N[C@@H]1CC[C@H](CCNS(=O)(=O)c2ccc(Cl)cc2)O[C@H]1CO)c1cccnc1	3	-1	-6	3	1	-5	-18
O=C(NCCc1ccccn1)c1cc(-c2ccc(Cl)cc2)nc2ccccc12	16	1	-7	-3	0	-1	18
C[C@H]1CN([C@@H](C)CO)C(=O)c2cc(-c3ccccc3F)cnc2O[C@@H]1CN(C)C(=O)C1CCOCC1	20	3	-2	1	5	-5	-13
N#Cc1cnc2c(-c3ccccc3)c(-c3ccccc3)nn2c1N	-7	-2	2	-1	-10	-6	-16
CN(CCc1ccccc1)C(=O)c1cc(COc2cccc(C(F)(F)F)c2)on1	-3	12	-3	6	-3	-22	-22
CC(=O)/C=C(\C)Nc1c(C)n(C)n(-c2ccccc2)c1=O	6	-1	-3	-3	3	7	0
COc1ccc(CC(N)c2csc(NC(=O)c3cc(C(C)(C)C)nn3Cc3ccccc3)n2)cc1 (stereo unspecified)	-4	/	-3	-2	10	35	4
COc1cc(/C=C/C(=O)OCC(=O)NC(C)c2ccccc2)cc(OC)c1OC (stereo unspecified)	-17	-3	/	1	-3	1	-11
COc1ccc(N2CCN(C(=O)c3cc(-c4cccs4)nc4ccccc34)CC2)cc1	5	-2	3	-1	0	-3	-3
COc1ccc(C(C)=O)cc1COC(=O)c1cccnc1Cl	-9	-1	-1	-3	4	-5	24
CCCCn1c(N)c(N(CCOC)C(=O)CCS(=O)(=O)c2ccc(Cl)cc2)c(=O)[nH]c1=O	1	10	7	4	?	0	-2
Cc1nnc(Nc2ccc(Cl)c(C(F)(F)F)c2)[nH]c1=O	10	3	10	-1	-4	6	3
COc1ccc2c3c([nH]c2c1)[C@H](CO)N(C(=O)C1CCC1)CC31CCN(C(=O)c2ccncc2)CC1	3	/	-1	0	11	-9	13
CNC(=O)Nc1cc(NC(=O)NC)cc(C(F)(F)F)c1	7	-1	-8	3	2	3	15
CCOc1ccc(CCN2C(=S)N([C@@H](CC(C)C)CN3CCCC3CN3C(=S)NC[C@@H]3Cc3ccccc3)C[C@@H]2CC(C)C)cc1 (stereo partly specified)	5	/	-3	-3	13	12	17
O=S(=O)(Cc1ccccc1)N1CCN(Cc2c(F)cccc2Cl)CC1	8	-2	-1	3	-4	13	17
COc1ccccc1OCCOCCN1CCCC1	-2	2	/	-32	1	10	4
CC1Cc2ccccc2N1CC(=O)NC(=O)NC1CCCC1 (stereo unspecified)	6	8	1	/	3	7	19
Cc1ccc(CN2CCC(n3nccc3NC(=O)C3CCOC3)CC2)cc1 (stereo unspecified)	0	-2	-3	-3	8	-2	-4
Cc1noc(C)c1S(=O)(=O)Nc1cccc2c1O[C@@H](CN(C)S(=O)(=O)c1cccs1)[C@@H](C)CN([C@@H](C)CO)C2=O	-4	-10	-3	0	16	3	/
COc1ccc(S(=O)(=O)Nc2ccc3c(c2)CC(=O)N([C@H](C)CO)C[C@@H](C)[C@@H](CN(C)Cc2ccc(C(=O)Nc4ccccc4N)cc2)O3)cc1	16	/	6	2	-4	24	/
COCCNC(=O)C[C@H]1C[C@@H]2c3cc(NC(=O)Nc4ccc(C(F)(F)F)cc4)ccc3O[C@@H]2[C@H](CO)O1	7	-2	-2	-2	4	-5	-1
COc1ccc(C2=NN(C(=O)c3ccco3)C(c3ccco3)C2)cc1OC (stereo unspecified)	-6	/	2	1	-1	-1	-12
CCc1ccc(C(CC(=O)O)N2Cc3ccccc3C2=O)cc1 (stereo unspecified)	8	1	-4	-3	0	4	2
COc1ccc(S(=O)(=O)N(CC(=O)NC2CC2)c2ccc(C)cc2)cc1	-4	-4	0	-3	1	7	4
O=C(Cn1cnc2c(NCc3ccccc3)ncnc21)NCCCc1ccccc1	1	-1	-3	-4	-10	4	-20
Cc1oc(-c2ccccc2Cl)nc1CS(=O)(=O)CC(=O)NC(C)c1ccccc1 (stereo unspecified)	8	3	7	0	5	7	12
CCCC(=O)OCC(=O)Nc1ccc2[nH]c(=O)[nH]c2c1	-9	-8	-1	6	4	14	10
COc1ccc(/C=C2/SC(=S)N(CC(=O)O)C2=O)cc1OCc1ccc(Cl)cc1	-54	4	8	31	4	-86	-91
COCC(=O)N1CC2(C1)CN(S(C)(=O)=O)[C@@H](CO)c1c2c2ccc(OC)cc2n1C	-19	/	0	26	0	-5	/

(listing goes on)
SMILES	LGR2 inh	ARNT-TACC3 inh	SIRT5 inh	Casp6 inh	DENV2 CPE rescue	EWS-Fli inh	PAX8 inh HTS
CCOC(=O)Cn1cc(C#N)c(=O)[nH]c1=O	18	-1	1	4	-6	-4	-5
C[C@H](CO)N1C[C@H](C)[C@H](CN(C)Cc2ccncc2)Oc2cc(C#CCN(C)C)ccc2S1(=O)=O	0	-1	2	-1	-1	5	-11
O=C(COc1ccc(Nc2ccccc2)cc1)Nc1ccncc1	20	14	-1	2	-6	33	2
CC(C)c1cccc(C(C)C)c1Nc1cn[nH]c1	10	/	-1	7	3	7	18
CSc1ccc(NC(=O)NCc2cccnc2)cc1	-10	-24	-4	/	-1	-21	-40
O=C(Cn1c(=S)[nH]c2ccccc2c1=O)N1CCN(c2ccc(F)cc2)CC1	6	-11	-2	-2	3	11	-14
Cc1nc([N+](=O)[O-])cn1CC(O)c1ccc(F)cc1 (stereo unspecified)	/	2	-1	-5	-4	12	-34
CCOC(=O)CNC(=O)N1CCCC(C(=O)c2ccc3c(c2)OCO3)C1 (stereo unspecified)	-21	/	3	-5	1	-1	3
COc1ccc(NC(=O)N(C)C[C@@H]2Oc3ncc(C#C[C@@H](C)O)cc3C(=O)N([C@H](C)CO)C[C@@H]2C)cc1	-9	1	0	0	-3	-22	/
CC1(C(=O)NS(=O)(=O)c2cccc(Cl)c2)CCN1C(=O)c1ccccc1 (stereo unspecified)	-8	/	-1	2	-3	3	-9
CC12CCCC(CC(=O)O)(C1)NC(=O)C2 (stereo unspecified)	-6	6	0	-3	?	-21	6
CC/C(C)=N/Nc1nc2c(c(=O)[nH]c(=O)n2C)n1Cc1ccccc1	5	-10	0	15	?	10	20
CCC(=O)N1CC2(C1)[C@H](c1ccccc1)[C@@H](CO)N2S(=O)(=O)Cc1ccccc1	1	/	2	0	-14	-5	-1
CCCN(Cc1cc2cc(C)ccc2[nH]c1=O)C(=O)c1ccccn1	0	1	-5	2	-3	-10	2
CC[C@@]1(C(=O)OC)N[C@H](CN(C)C(=O)c2ccc(F)cc2)[C@@H]2C(=O)N(Cc3ccccc3)C(=O)[C@@H]21	-5	-5	-1	1	8	0	5
Cc1cccc(OCC(=O)Nc2ccc3c(c2)nc(CCN2CCN(c4ccccn4)CC2)n3C)c1	15	4	1	-3	-4	/	71*
COc1ccc(CCN2CC(C(=O)NCc3cc(C)on3)CCC2=O)cc1 (stereo unspecified)	3	0	-3	-1	-2	-2	12
CCCCNC(=O)CCC(=O)Nc1ccc2nc(N3CCC(C)CC3)cc(C)c2c1	-5	-12	0	-1	-3	-32	-15

An unsorted share of the library (roughly 4.9% active in at least one column).
